M. tuberculosis – growth inhibition of non-replicating M. tuberculosis (AID 488890). inhibition, % at 25 µM; hits with a dose series show IC50 in µM. 0.39% of 320,000 active. Mycobacterium tuberculosis non-replicating, growth inhibition; higher % means a stronger effect; in the data active means a potency from the dose series; inconclusive means inhibition mostly from about 82% at the one dose, without a potency; inactive means the rest, 99 in 100 with inhibition below about 76%;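 further: plate controls were DMSO cells for no effect and high antibiotic wells for full effect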
VEEV TC-83 Vero – inhibitors of VEEV TC-83 cytopathic effect, confirmation, Vero cells (AID 588727). Vero cells, VEEV TC-83 cytopathic effect inhibition; higher % means a stronger effect. inhibition, % at 20 µM; hits with a dose series show IC50 in µM. 0.13% of 350,000 active; in the data active means a potency from the dose series; inconclusive means inhibition mostly from about 14% at the one dose, without a potency; inactive means the rest, 99 in 100 with inhibition below about 12%; further: strong numbers were not always called active
M. tuberculosis HTS – M. tuberculosis growth inhibition, HTS (AID 449762) | M. tuberculosis H37Rv growth inhibition, 7H9 media; higher % means a stronger effect | inhibition, % at 25 µM; hits with a dose series show IC50 in µM | 0.59% of 330,000 active; in the data active means a potency from the dose series; inconclusive means inhibition above about 70% without an active follow-up result;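 further: bacterial growth assessed after seven days of incubation; strong numbers were not always called active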
influenza NS1A – NS1A inhibition, H1N1 influenza, cell based functional assay (AID 504329); NS1A functional cell-based assay, percent inhibition; higher % means a stronger effect; one-dose inhibition, % at 12.5 µM; IC50 in µM for titrated hits; 0.3% of 340,000 active; in the data active means a potency from the dose series; inconclusive means inhibition above about 27% without an active follow-up result; further: strong numbers were not always called active
Salmonella PhoP GFP – PhoP regulon inhibitors, Salmonella typhi PhoP promoter GFP reporter, confirmatory (AID 1850) | Salmonella Typhi PhoP-promoter GFP reporter, fluorescence, 4 h; higher % means a stronger effect | inhibition, % at 50 µM; hits with a dose series show IC50 in µM | 0.33% of 310,000 active; in the data active means a potency from the dose series; inconclusive means inhibition mostly from about 25% at the one dose, without a potency; inactive means the rest, 99 in 100 with inhibition below about 19%;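 further: 0% = induced wells with vehicle and 100% = uninduced wells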
VEEV TC-83 Vero 10K pilot screen – further read-out of VEEV TC-83 Vero, marked with its call; inhibition, %; measured here: 10K pilot screen inhibition
* marks the source's active call; other numbers are inactive results; i = inactive; ? = inconclusive; nt = not tested or not shown. Rows were taken by chance; overall some 1.5% were active at least once.

SMILES	M. tuberculosis	VEEV TC-83 Vero	M. tuberculosis HTS	influenza NS1A	Salmonella PhoP GFP	others
O=C(CSc1ccc(S(=O)(=O)N2CCOCC2)cn1)Nc1ccc(OC(F)F)cc1	25%	2.1%	4%	-6%	nt
Cc1ccc(NC(=O)CN2C(=O)NC(C)(C3CC3)C2=O)c(C)c1 (stereo unspecified)	4%	i	-8%	2%	nt
Nc1ncnc2c(C3OC(CO)C(O)C3O)c[nH]c12 (stereo unspecified)	nt	1.8%	nt	-1%	nt
Nc1ccccc1C(=O)NC1CCCNC1=O (stereo unspecified)	5%	i	-7%	nt	-1%
O=C(Cc1nc2ccccc2[nH]1)c1cccc([N+](=O)[O-])c1	21%	36%	4%	-1%	-1%
CN(Cc1ccc(F)cc1)C(=O)c1sccc1-c1ccccc1	23%	0.6%	8%	-3%	0%
CCOc1ccc2oc(C(=O)N3CCN(Cc4ccccc4)CC3)c(C)c2c1	15%	0.5%	22%	0%	13%
O=C(c1ccccc1F)N1CCN(c2ccccn2)CC1	-1%	2.5%	5%	-2%	-4%
CC(=O)OCC(OC(C)=O)C(OC(C)=O)C(OC(C)=O)C(=O)Nc1ccccc1 (stereo unspecified)	-23%	0.6%	-12%	-13%	-1%
NC(=O)[C@@H]1CCCN1C(=O)[C@@H](Cc1cnc[nH]1)NC(=O)[C@@H]1CCC(=O)N1	-4%	0.7%	-5%	4%	nt
Cc1cccc(N(Cc2ccccc2)C(=O)c2ccc(S(C)(=O)=O)cc2)c1	3%	1.2%	-2%	-4%	-6%
CC1(C)CC(=O)/C(=C(\O)c2ccccc2)C(=NCCO)C1	1%	i	-3%	0%	-3%
CCC(CC)C(=O)c1c[nH]c(C(=O)NCc2ccc(F)cc2)c1	10%	0.4%	11%	0%	-6%
CC(/C=C/c1ccccc1)NC(N)=O (stereo unspecified)	-11%	1.1%	-11%	-9%	-7%
CC(C)CCNC(=O)CN1N=C(c2ccc(Cl)cc2)CCC1=O	-2%	0.1%	1%	-1%	0%
CC(=O)N1N=C2C3CCN(CC3)C2C1c1ccc(C)cc1 (stereo unspecified)	-21%	1.2%	5%	29%	-2%
COc1ccc(Nc2nc3c(C)cccn3c(=O)c2C=O)cc1	nt	6.4%	nt	-5%	nt
O=C(Cn1c(=O)n(Cc2ccc3c(c2)OCO3)c(=O)c2ccccc21)N1CCCc2ccccc21	7%	10%	8%	2%	-11%
CN1/C(=C\C(=O)c2cccs2)Sc2ccccc21	?	8.5%	?	-22%	-10%
Cn1cnc2c1c(=O)n(CC(O)CO)c(=O)n2C (stereo unspecified)	-9%	1.0%	-7%	9%	-3%
COc1cccc(/C=C2\Oc3cc(OC(=O)N4CCOCC4)ccc3C2=O)c1	7%	2.1%	-6%	2%	-17%
Cc1c(C(=O)Nc2ccc(F)cc2)oc2ccc(S(=O)(=O)N3CCCC3)cc12	nt	0.1%	-7%	29%	-3%
CC(c1ccon1)N(C)C(=O)c1ccc2nc(Cc3cccc(Cl)c3)oc2c1 (stereo unspecified)	10%	1.8%	14%	10%	1%
O=C(CSc1nc2ccccc2c(=O)n1CCCN1CCOCC1)Nc1ccccc1OC(F)F	25%	12%	1%	11%	nt
CN1CCCC(OC(=O)c2ccc(Cl)cc2)C1 (stereo unspecified)	20%	0.3%	0%	-2%	0%

Sorted by molecular weight (high to low): three of the compounds above
SMILES	M. tuberculosis	VEEV TC-83 Vero	M. tuberculosis HTS	influenza NS1A	Salmonella PhoP GFP	others
Cc1ccc(NC(=O)CN2C(=O)NC(C)(C3CC3)C2=O)c(C)c1 (stereo unspecified)	4%	i	-8%	2%	nt
CC1(C)CC(=O)/C(=C(\O)c2ccccc2)C(=NCCO)C1	1%	i	-3%	0%	-3%
CN1CCCC(OC(=O)c2ccc(Cl)cc2)C1 (stereo unspecified)	20%	0.3%	0%	-2%	0%

Additional results.
SMILES	M. tuberculosis	VEEV TC-83 Vero	M. tuberculosis HTS	influenza NS1A	Salmonella PhoP GFP	others
CC(C)(C)NC(=O)N1CCCN(c2ccc(C(F)(F)F)cn2)CC1	14%	i	-1%	-5%	-5%
N#CCCn1cc(CNCc2ccccc2)c(-c2cccc([N+](=O)[O-])c2)n1	37%	i	30%	10%	5%
Cc1ccc(C(=O)Nc2c(C)cc(C)c3cccnc23)cc1	53%	1.1%	32%	-27%	0%
COc1ccccc1NC(=O)c1ccc(CS(=O)(=O)c2ccc(C)cc2)cc1	-2%	4.5%	4%	-7%	-10%
CC(=O)c1ccc(N(C(=O)c2csnn2)C(C(=O)NC2CCCC2)c2ccccc2)cc1 (stereo unspecified)	19%	i	5%	3%	1%
COc1ccc(Cl)cc1N(CC(=O)N1CCCCC1)S(C)(=O)=O	4%	1.2%	-12%	-13%	-10%
COc1cccc(C2/C(=C(/O)c3ccc4c(c3)CC(C)O4)C(=O)C(=O)N2CC2CCCO2)c1 (stereo unspecified)	19%	i	-4%	0%	-5%
CCN(CC)c1ccc(/C=C(/C#N)c2nc3ccccc3[nH]2)c(OC(C)C)c1	-4%	3.1%	?	11%	5%
O=C(COC(=O)C1(c2cccc(F)c2)CCCC1)NCc1ccc2c(c1)OCO2	26%	4.3%	11%	-4%	13%
O=C(Oc1ccc(OC(=O)N2CCCCC2)cc1)c1ccccc1	-11%	i	-5%	0%	-3%
CC(Cc1cccs1)NC(=O)c1cccc(Cl)c1 (stereo unspecified)	8.1µM*	0.3%	10%	-1%	-8%	VEEV TC-83 Vero 10K pilot screen=1.0
C[n+]1ccc(C(=O)N/N=C/c2ccco2)cc1	-5%	0.7%	-5%	-2%	-4%
COc1ccc([C@H]2[C@H](C(=O)C(C)(C)C)N3N=Cc4ccccc4C3[C@]23N=C(c2ccccc2)OC3=O)cc1OC (stereo partly specified)	?	2.9%	29%	0%	5%
CCN(CC)c1ccc(NC(=O)COc2ccccc2C#N)cc1S(=O)(=O)Nc1ccccc1OC	47%	2.7%	6%	5%	2%
CC(=O)Nc1ccc(NC(=O)CNS(=O)(=O)c2ccc(C)cc2)cc1	1%	1.4%	-5%	-8%	-4%
O=C(CC1C(=O)NCCN1Cc1ccc(F)cc1)NC1CCCCCCC1 (stereo unspecified)	59%	0.3%	9%	4%	-17%
COc1ccccc1/C=C/CN1CCCC(CCC(=O)NCc2ccc(F)c(F)c2)C1 (stereo unspecified)	66%	i	?	-1%	-2%
COc1cc(OC)cc(C(=O)NCC(=O)N2CC=C(c3ccccc3)CC2)c1	nt	11%	nt	-1%	nt
CCOC(=O)C1(Cc2cccc(Cl)c2)CCCN(C(=O)C2CC2)C1 (stereo unspecified)	0%	i	-5%	-13%	-1%
COCc1cc(S(=O)c2ccc(Cl)cc2)nc(C)n1 (stereo unspecified)	nt	?	nt	-6%	nt
C=CCNC(=O)COc1ccc(S(=O)(=O)N2CCCC2)cc1	-8%	i	-1%	1%	7%
CCOC(=O)N1CCN(Cc2ccccc2F)CC1	10%	0.8%	-10%	-3%	-14%
Nn1c(Cc2cccc3ccccc23)nnc1SCc1c(Cl)cccc1Cl	19%	4.8%	4%	10%	-3%
CCOC(=O)C1(CC2CCCCO2)CCN(C(=O)Nc2ccc(C(=O)OC)cc2)CC1 (stereo unspecified)	8%	0.1%	3%	-32%	21%
CC(=O)Nc1ccc(S(=O)(=O)O)c(OC(C)=O)c1	nt	0.3%	nt	1%	nt
SMILES	M. tuberculosis	VEEV TC-83 Vero	M. tuberculosis HTS	influenza NS1A	Salmonella PhoP GFP	others
CN(C)CCCN(C(=O)c1cc2cc([N+](=O)[O-])ccc2s1)c1nc2cc3c(cc2s1)OCCO3	-3%	?	-2%	17%	24%
Cc1cc(C)c(S(=O)(=O)N2CCC(C(N)=O)CC2)cc1C	-13%	0.3%	0%	-6%	16%
COc1cccc(-c2csc(N3CCN(C(=O)Nc4ccc(Cl)cc4)CC3)n2)c1	49%	10%	?	1%	8%
Cn1c(SCC(=O)NCC2CCCO2)ncc(C(=O)Nc2ccc(Cl)cc2)c1=O (stereo unspecified)	58%	8.5%	?	-3%	-6%
CN(C)C(=O)c1cc(C(=O)c2ccc(F)cc2C(F)(F)F)c[nH]1	-5%	i	-3%	-5%	-9%
CCn1c(COc2ccc3c(c2)OCO3)nnc1SCC(=O)O	38%	1.1%	2%	-7%	9%
COc1ccc(-n2nc(C(=O)NCC(=O)N3CCC4(CC3)OCCO4)c3ccccc3c2=O)c(OC)c1	-6%	i	4%	9%	-12%
O=C(Nc1ccc(Br)cc1)C1CCN(C(=O)c2ccco2)CC1	6%	0.3%	0%	-7%	3%
COc1cc(S(=O)(=O)N2CCCCC2)ccc1NC(=O)c1ccncc1	-5%	2.4%	-2%	5%	-8%
CCS(=O)(=O)Nc1cccc(C2=NN(C(C)=O)C(c3cccs3)C2)c1 (stereo unspecified)	-6%	7.9%	0%	2%	-6%
O=C(/C=C1\NC2(CCCC2)Cc2ccccc21)C(=O)N/N=C/c1ccc(O)c(O)c1	-18%	i	-3%	21%	-5%
CC(C)(C)NC(=O)Cn1c(SCC(=O)NCc2cccs2)nc2ccccc21	10%	1.6%	-5%	9%	-14%
CC1C=CCCC12C(=O)NC(=O)NC2=O (stereo unspecified)	nt	0.6%	nt	12%	nt
O=C(c1cccc([N+](=O)[O-])c1)N1CCCC(C(=O)N2CCCCCC2)C1 (stereo unspecified)	-14%	i	-12%	-1%	2%
CC1(C)CC(=O)C(C=Nc2ccc(C(=O)c3ccccc3)cc2N=CC2=C(O)CC(C)(C)CC2=O)=C(O)C1	?	0.2%	-6%	3%	5%
CC(C)C(NC(=O)c1cccs1)C(=O)NC1CCCCC1 (stereo unspecified)	2%	2.0%	-8%	-8%	-2%
COc1ccc(S(=O)(=O)N2CCCCCC2)cc1NC(=O)c1ccccc1F	24%	i	-4%	6%	nt
COc1ccccc1C1CC(c2ccc(NS(C)(=O)=O)cc2)=NN1C(=O)c1ccccc1 (stereo unspecified)	29%	8.6%	1%	-12%	-4%
O=C(OC(C(=O)NCc1ccc(F)cc1)c1ccccc1)c1ccco1 (stereo unspecified)	16%	i	9%	-3%	4%
O=C(c1cccc(N2C(=O)c3ccccc3C2=O)c1)N1CCCC(C(F)(F)F)C1 (stereo unspecified)	-10%	1.3%	-2%	-11%	-2%
Cc1cccc(NC(=S)NNC(=O)c2ccc(O)cc2O)c1C	-19%	3.1%	12%	-1%	-4%
Cc1cc(Oc2ccc(C(F)(F)F)cc2[N+](=O)[O-])c2c3c(c(=O)oc2c1)CCCC3	-4%	0.8%	-7%	14%	0%
CC(C)=C1C2CCC1C1C(=O)N(CCc3ccccc3)C(=O)C21 (stereo unspecified)	1%	i	8%	3%	-3%
Cc1ccccc1NC(=S)NC(=O)C1CCCCC1	?	i	6%	-11%	-1%
COc1ccccc1CCNC(=O)Cn1ccc2cc(S(=O)(=O)N3CCC(C)CC3)ccc21	54%	3.1%	3%	-8%	-8%

Fetched by compound from the entries so far, three records:
SMILES	M. tuberculosis	VEEV TC-83 Vero	M. tuberculosis HTS	influenza NS1A	Salmonella PhoP GFP	others
O=C(/C=C1\NC2(CCCC2)Cc2ccccc21)C(=O)N/N=C/c1ccc(O)c(O)c1	-18%	i	-3%	21%	-5%
CC(=O)Nc1ccc(NC(=O)CNS(=O)(=O)c2ccc(C)cc2)cc1	1%	1.4%	-5%	-8%	-4%
Cn1cnc2c1c(=O)n(CC(O)CO)c(=O)n2C (stereo unspecified)	-9%	1.0%	-7%	9%	-3%

(further entries)
SMILES	M. tuberculosis	VEEV TC-83 Vero	M. tuberculosis HTS	influenza NS1A	Salmonella PhoP GFP	others
CCC(=O)NC1(C(F)(F)F)C(=O)Nc2c1c(=O)[nH]c(=O)n2Cc1ccco1 (stereo unspecified)	-22%	i	-2%	-16%	-8%
CC(=O)n1nc(-c2cccnc2)nc1NCc1cccs1	-4%	1.4%	4%	-11%	-6%
Cn1c(=O)[nH]c(=O)c2c1nc(NCc1ccccc1)n2CCCc1ccccc1	7%	1.9%	6%	5%	1%
N#CC1=C(N)Oc2n[nH]c(-c3cccs3)c2C1c1ccsc1 (stereo unspecified)	-5%	2.2%	-3%	1%	-9%
O=c1cc(Cc2ccccc2)[nH]c(=S)[nH]1	30%	0.4%	1%	-7%	4%
Cc1ccc(NS(=O)(=O)c2cc(C(=O)Nc3cccc(N(C)S(C)(=O)=O)c3)ccc2C)c(C)c1	19%	4.4%	0%	4%	-2%
O=C(CC1C(=O)NCCN1Cc1ccccc1C(F)(F)F)NC1CCCC1 (stereo unspecified)	9%	5.8%	-2%	32%	-10%
COc1ccc(OC)c(-c2nc(CN3CCCCC3c3cccnc3)c(C)o2)c1 (stereo unspecified)	20%	5.7%	8%	-7%	-4%
